# Screening results as filed in PubChem.
# Shiga toxin inh: A qHTS for Small Molecule Inhibitors of Shiga Toxin; Vero cells, Shiga toxin protein synthesis inhibition reporter; inhibition, % at 38.7 µM; 290,000 tested, 9.2% active; in the data active = inhibition mostly above about 28%, no sharp cut-off; inactive = mostly below about 43%; note: 0% is about no effect
# Pf growth 96h: Primary qHTS for delayed death inhibitors of the malarial parasite plastid, 96 hour incubation; P. falciparum luciferase reporter growth, 96 h; Potency, µM (highest dose often 28.7 µM), for the others: top-dose activity change, negative = inhibition, most hits filed as inhibitors; 320,000 tested, 6.9% active; AID 504834, 2011; note: potency is the fitted concentration of half-maximal effect; % is set by controls: 0 for no effect and ±100 for the full control effect
#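 P. falciparum expressing integrated firefly luciferase, in erythrocytes at 2% hematocrit, 0.05% parasitemia, incubated with compounds 96 h at 37 C, 5% CO2. Growth inhibition read as loss of luminescence; two-generation exposure targets delayed-death apicoplast inhibitors.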
# Pf growth 48h: Primary qHTS for delayed death inhibitors of the malarial parasite plastid, 48 hour incubation. P. falciparum luciferase growth in erythrocytes, 48 h. Potency, µM (series often up to 28.7 µM), for inactives: top-dose activity change, negative = inhibition, usual class: inhibitors. 310,000 tested, 5.9% active; note: potency is the fitted concentration of half-maximal effect; % is set by controls: 0 for no effect and ±100 for the full control effect
#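 Read-out is firefly luciferase luminescence from an integrated reporter in P. falciparum, so falling signal marks reduced parasite growth. Infected erythrocytes were at 2% hematocrit and 0.1% parasitemia (final) in Albumax-supplemented RPMI 1640.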
# TbPYK inhibitor: qHTS of Trypanosoma Brucei Inhibitors | pyruvate kinase (Trypanosoma brucei), Q57TT1 | TbPYK enzyme, Kinase-Glo Plus ATP luminescence, 45 min | Potency, µM (top dose mostly 76.8 µM), for the others: at the highest dose activity, negative = inhibition, most hits filed as inhibitors | 410,000 tested, 0.12% active | AID 624173, 2012; note: potency is the fitted concentration of half-maximal effect; % is set by controls: 0 for no effect and ±100 for the full control effect; nearly all actives have a fitted effect of over 50% in size
#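 Quantitative HTS: titrated library compounds versus trypanosomal pyruvate kinase in TEA buffer (pH 7.2) containing KCl, MgCl2, BSA and Tween-20. Reactions were initiated with ADP, 130 uM final. Kinase-Glo Plus luminescence was read after 45 min at RT.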
# HCV inhibitor: qHTS Assay for Inhibitors of Hepatitis C Virus (HCV) | Potency, µM (doses to about 41.8 µM), inactives show at the top dose activity change, negative = inhibition, actives largely listed as inhibitors | 340,000 tested, 3.4% active | Huh7.5.1 HCVcc-Cre infection, luciferase reporter, 44 h; note: potency is the fitted concentration of half-maximal effect; % is set by controls: 0 for no effect and ±100 for the full control effect
#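 Whole-lifecycle infectious HCVcc-Cre system; cells 1,000/well, compound then virus (~0.5 moi) added 4 h after plating, 44 h culture. Luciferase read 15 sec following 15 min substrate incubation, room temp.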
# LmPK inhibitor: qHTS Assay for Inhibitors of Leishmania Mexicana Pyruvate Kinase (LmPK) | Q27686 | purified LmPK, Kinase-Glo ATP luminescence, 1 h | Potency, µM (top dose mostly 57.5 µM), inactives show top-dose activity change, negative = inhibition, actives largely listed as inhibitors | 290,000 tested, 0.37% active; note: potency is the fitted concentration of half-maximal effect; % is set by controls: 0 for no effect and ±100 for the full control effect
# Target sequence (Q27686 whole entry, looked up): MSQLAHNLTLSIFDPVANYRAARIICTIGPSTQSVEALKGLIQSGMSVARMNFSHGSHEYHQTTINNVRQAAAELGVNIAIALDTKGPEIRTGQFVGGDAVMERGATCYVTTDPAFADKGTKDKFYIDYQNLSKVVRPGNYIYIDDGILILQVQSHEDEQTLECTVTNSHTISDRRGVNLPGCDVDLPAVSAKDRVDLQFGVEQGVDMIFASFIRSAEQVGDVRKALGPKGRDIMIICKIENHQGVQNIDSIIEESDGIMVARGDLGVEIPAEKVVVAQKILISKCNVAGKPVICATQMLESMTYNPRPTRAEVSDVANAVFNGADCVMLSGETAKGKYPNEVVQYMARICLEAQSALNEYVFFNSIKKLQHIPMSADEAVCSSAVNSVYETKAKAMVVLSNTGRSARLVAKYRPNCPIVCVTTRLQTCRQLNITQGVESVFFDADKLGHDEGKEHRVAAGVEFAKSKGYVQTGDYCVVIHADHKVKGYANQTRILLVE
#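 Pyruvate kinase activity monitored as ATP production (luciferase luminescence). Conditions: 0.1 nM enzyme, 0.5 mM PEP, 0.1 mM ADP, 1 h, RT; normalized against uninhibited and no-enzyme wells.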
# Cycloheximide cs: Cycloheximide Counterscreen for Small Molecule Inhibitors of Shiga Toxin; AID 2314, 2010; cell reporter, cycloheximide protein synthesis inhibition counterscreen; 300,000 tested, 12% active; max response, %; in the data active = max response mostly above about 13%, no sharp cut-off; inactive = mostly below about 14%; note: read at 38.3 µM for the half of the compounds with a filed dose; 0% is about no effect
# * hit, by the source's call; ? = inconclusive; · = no result given; & = joins results of further samples; [ ] = another dose, or the depositor's remark. Unless noted, calls come from the whole dose curve; as a rule, active = well fitted curve in the direction sought with a large enough effect; inconclusive = small, poorly fitted or top-dose-only effect, or another doubt; inactive = no such curve, though single readings can be large; an effect the other way counts as inactive or inconclusive.
# Values in the order – Shiga toxin inh, Pf growth 96h, Pf growth 48h, TbPYK inhibitor, HCV inhibitor, LmPK inhibitor, Cycloheximide cs
CC(=O)Nc1ccc(NC(=O)C(C)OC(=O)c2ccccc2C(=O)c2ccc(Cl)c([N+](=O)[O-])c2)cc1 (stereo unspecified)
  -3, 7%, -14%, -14%, 11µM*, 1%, 8
Cc1cc(C)cc(NC(=O)CS(=O)(=O)c2ccccc2)c1
  21, -24%, -3%, 2%, -1%, -3%, -2
CCc1nc(SCC(=O)N2CCN(c3ccccc3)CC2)c2c(=O)n(C)c(=O)n(C)c2n1
  -1, 4%, 41%[activator], ·, ·, 2%, 8
O=C(C1=C(O)C(=O)N(CCOCCO)C1c1cccs1)c1cccs1 (stereo unspecified)
  0, 26%, 8%, 0%, 3%, 5%, 2
C=CCn1c(O)c(N=NC(=O)c2ccc3c(c2)OCO3)c2ccccc21
  17, 4%, ?, -3%, 20%, 0%, -2
CC(=O)Nc1ccc(S(=O)(=O)N2CCOCC2)cc1
  -3, 2.9µM*, 0%, -3%, 15%, 0%, -3
Cn1ncc2c(N3CCOCC3)ncnc21
  3, 10%, 13%, 2%, 0%, 3%, -4
CC(=O)OC1CC(C)(C)N(OC(=O)CCCN2C(=O)c3ccccc3C2=O)C(C)(C)C1
  26, 36%[activator], 5%, -1%, 12%, -6%, -4
CCN1C(=O)/C(=C\N(C)C)c2ccccc21
  -6, -9%, -2%, -10%, 10%, -1%, -5
O=c1c2ccccc2nc2c3ccccc3cnn12
  78*, 96%[activator], 78%[activator], 2%, ?, -12%, 40*
CCCC(=O)Nc1nc2ccc(NC(=O)c3ccc(Br)o3)cc2s1
  44, 26%, ?, 1%, 7.9µM*, -10%, 8
CCOC(=O)c1cc(C)n(CCCN2CCOCC2)c1C
  -8, -12%, -10%, 1%, 0%, -1%, 2
O=C(CCl)Nc1ccccc1C(=O)NCc1ccccc1
  5, ?, ?, 2%, -18%, 2%, -2
CC(=O)c1c(C)nc2sc3c(=N)n(N)cnc3c2c1-c1ccc(Cl)cc1
  -3, 13µM*, ?, 5%, ?, -2%, -3
NS(=O)(=O)c1ccc(NC(=O)CCC(=O)N2CCOCC2)cc1
  -9, -4%, 6%, -10%, 14%, 1%, -5
COC(=O)c1cnn(-c2ccc(F)cc2F)c1/C=N/NC(N)=S
  24, -2%, -8%, 5%, 10µM*, 3%, 1
CC(C)(C)OC(=O)N1CCN(C(=O)c2nc[nH]c2C(=O)N2CCN(c3ccccc3)CC2)CC1
  ·, 21%, 22%, 3%, -7%, ·, ·
O=C(NCCN1CCCC(O)C1)c1cc(COc2c(F)cccc2F)on1 (stereo unspecified)
  -7, ?, 15%, 6%, 19%, -3%, 10
O=C(c1ccccc1)c1cccn1CC(=O)N1CCN(C2CCCCC2)CC1
  -20, 33%, 4%, 1%, -3%, 0%, 9
CCc1ccc(C(=O)Cc2cc3cccc(OC)c3oc2=O)cc1
  64*, 68%[activator], 24%, 0%, -9%, -3%, 28*
Cn1nc(C(C)(C)C)cc1C(=O)NNC(=O)c1cccc(Cl)c1
  -3, -9%, ?, -2%, -16%, 0%, 2
COc1ccc(Cc2c(O)nc(SC)n(C(C)=O)c2=O)cc1
  -1, ·, 11%, 0%, 7%, 1%, -3
CCOC(=O)N1CCN(C(=O)c2ccc(SC)cc2OC)CC1
  -15, 10%, 3%, 1%, -5%, 8%, 1
O=C(NC1CCN(C(=O)Nc2cccc(Cl)c2)CC1)C1CCCCC1
  23, 1%, -13%, -1%, 37%[activator], 2%, 1
CC(C)(C)c1ccc(OCCn2ccccc2=O)cc1
  93*, 171%[activator], -11%, -1%, 13%, -4%, 37*
COc1cc(NC(=S)NCCc2ccc(S(N)(=O)=O)cc2)c(OC)cc1Cl
  12, ?, 37%[5.75 µM], -18%, -21%, 0%, -5
O=C(NC1CCCCCC1)c1c(F)c(F)c(F)c(F)c1F
  -10, 5%, -1%, -3%, ?, 0%, 2
COc1ccc(-c2nc(CCl)cs2)cc1OC
  45*, ?, 11%, -7%, 11µM*, -2%, 29*
C/C(=N\O)c1cc(Cl)cc(Cl)c1O
  18, 8%, 38%[activator], -5%, -8%, 3%, -3
Nn1cnc2c(c1=O)C1(CCCCC1)Cc1ccccc1-2
  -4, ?, 4%, -8%, ?, 2%, -5

# An excerpt from above, showing only HCV inhibitor and Shiga toxin inh:
Compound	HCV inhibitor	Shiga toxin inh
CC(=O)Nc1ccc(NC(=O)C(C)OC(=O)c2ccccc2C(=O)c2ccc(Cl)c([N+](=O)[O-])c2)cc1 (stereo unspecified)	11µM*	-3
Cc1cc(C)cc(NC(=O)CS(=O)(=O)c2ccccc2)c1	-1%	21

# Carrying on:
# Values in the order – Shiga toxin inh, Pf growth 96h, Pf growth 48h, TbPYK inhibitor, HCV inhibitor, LmPK inhibitor, Cycloheximide cs
Cc1cccc(C)c1NC(=O)C(NC(=O)c1ccccn1)c1ccc([N+](=O)[O-])cc1 (stereo unspecified)
  -4, ?, ?, 6%, 1%, 3%, -5
CCOC(=O)c1ccc(N/C(=N\S(=O)(=O)c2ccccc2C)c2ccccc2)cc1
  -11, 7%, ?, -8%, ?, 5%, -5
C=CCn1c(O)c(C(C)=NCCCn2ccnc2)c(=O)[nH]c1=O
  10, 20%, -3%, 8%, 15%, -4%, -2
O=C(/C=C/c1ccccc1)N1CCC(N2CCC(C(=O)N3CCOCC3)CC2)CC1
  -19, 32%[activator], 9%, -1%, 2%, -2%, 1
O=C(Nc1ccc(Br)cc1)c1ccc(F)c(S(=O)(=O)NC2CCCCCC2)c1
  10, ·, ·, -4%, ·, ·, 5
Cc1ccccc1NC1=NC(C)(C)N=C(N)N1
  -17, -7%, 10%, -14%, -6%, 8%, 4
CC1(C)CC(=O)C(C=Nc2ccc(O)cc2)=C(O)C1
  36*, 1%, 39%[activator], 4%, 6%, -3%, 18*
O=C1CCCC2=C1C(c1ccc(O)c(O)c1)Nc1ccc3ncccc3c12 (stereo unspecified)
  33*, 3%, -14%, ?, 5%, ?, 14
CC(=O)N1c2ccccc2C2CCCC[C@H]21 (stereo partly specified)
  ·, 7%, -19%, -6%, -6%, ·, ·
CCOc1ccc(CCNC(=O)COC(=O)COc2ccc(C#N)cc2)cc1OCC
  ·, ?, ?, -2%, ?, ·, ·
Cc1ccc(S(=O)(=O)N(c2cccc(C)c2)C2CCS(=O)(=O)C2)cc1 (stereo unspecified)
  -19, ·, -11%, 1%, 9%, 1%, -3
O=[N+]([O-])c1cc(S(=O)(=O)N2CCCC2)ccc1N/N=C/c1ccncc1
  8, -9%, 11%, -2%, 12%, 3%, 6
[O-][N+]12CCCCC1CCCC2CO (stereo unspecified)
  16, 3%, 36%[activator], -2%, 13%, -3%, -3
CSc1ccc(COC(=O)CCS(=O)(=O)c2ccc(C)cc2)cc1
  ·, 19%, ?, -13%, 21%, ·, ·
COc1ccc(N2CCN(C(=O)CCS(=O)(=O)c3ccc4c(c3)CCN4C(=O)C3CC3)CC2)cc1
  6, ?, -20%, 1%, ?, -13%, 7
O=C(Nc1nnc(-c2ccco2)o1)c1cccc(N2C(=O)CCC2=O)c1
  99*, 62%[activator], 18%, 0%, 5%, 10%, 22
COc1cccc(CN2CC(C(=O)NCCOc3ccccc3F)CCC2=O)c1 (stereo unspecified)
  1, 15%, 1%, 21%, 4%, 0%, 8
O=C1C2CC=C(Cl)CC2C(=O)N1CCC[n+]1cccc2ccccc21 (stereo unspecified)
  -7, ?, 9.3µM*, 6%, -7%, -2%, -4
CCOc1ccc(C2/C(=C(\O)c3ccc4c(c3)OCCO4)C(=O)C(=O)N2CCCn2ccnc2)cc1OC (stereo unspecified)
  30, 18%, 14%, 5%, 10%, 2%, -2
Cc1[nH]c2ccc(C(=O)N3CCN(c4ccc(F)cc4)CC3)cc2c1C
  3, 15%, ?, 1%, -7%, 2%, -1
CC(=O)c1ccc(N(CC(=O)NC2CCCC2)C(=O)CNC(=O)c2ccco2)cc1
  -6, 24%, 14%, -2%, 12%, -2%, -3
CCN1CCc2c(C#N)c(N3CCOCC3)nc(NCc3ccccc3)c2C1
  -11, 18%, ·, 5%, ?, 8%, -6
CCOC(=O)C1CCN(C(=O)c2[nH]c3ccc(OC)cc3c2C)CC1
  -7, 8%, ·, -2%, -5%, -1%, -2
Cc1ccnc(NC(=O)c2cccc(S(=O)(=O)N3CCN(c4ccc(F)cc4)CC3)c2)c1
  ·, ?, ?, -3%, 10µM*, ·, ·
Cc1c(Br)cc(C(=O)N2CCCCCC2)c(C)c1C
  -19, ?, ·, -5%, -17%, 12%, -3
CN1CCN(c2ccc([N+](=O)[O-])cc2C(=O)c2ccccc2)CC1
  -7, ?, ?, 5%, ?, -3%, -1
Cc1cc(F)ccc1S(=O)(=O)Nc1ccccc1C(=O)NCc1ccccn1
  13, -19%, 0%, 1%, 20%, 13%, -5
Cn1c(SCC(=O)NC2CCCCC2)nnc1-c1cccc(N)c1
  8, 4.1µM*, -19%, ?, 12%, 6%, 4
Cc1ccc(SCCN2CCC(NC(=O)OCc3ccccc3)CCC2=O)cc1 (stereo unspecified)
  4, ?, -1%, 1%, -26%, 0%, 0
O=C(NC1CCCC1)C1CCN(S(=O)(=O)N2CCCCC2)CC1
  -1, 197%[activator], ?, -3%, 1%, -1%, 6
Nc1ccc(-c2nc3c(Cl)c(N)ccc3[nH]2)cc1
  78*, ?, 23%, -10%, 1%, ?, 15
COc1cccc(NC(=O)Cc2cn(C)c3ccccc23)c1
  40, 101%[activator], 1%, -1%, 0%, 3%, 17
CC1CCCCN1S(=O)(=O)c1ccc2[nH]c(=O)cc(C(=O)NCCCN3CCCCCC3)c2c1 (stereo unspecified)
  -5, 44%[activator], ?, -2%, 7%, 5%, -5
CN(C)c1ccc(-c2nnc(-c3cccnc3)o2)cc1
  104*, 0%, 131%[activator], -1%, 3%, -8%, 56*
O=C(CN1CCN(c2ccccc2)CC1)Nc1ccncc1
  -2, 133%[activator], -28%, 1%, ?, -2%, 1
COc1cc(NC(=O)COC(=O)CCCC2=NS(=O)(=O)c3ccccc3N2)cc(OC)c1
  -10, 24%, 0%, -4%, 29%, 9%, -5
COc1ccc(-c2noc(CSc3nc(N)c(-c4ccccc4)c(=O)[nH]3)n2)cc1
  -4, ·, 11%, 1%, ?, 3%, 1
O=C(Nc1ccc(Br)cn1)C1CCN(S(=O)(=O)c2cccs2)CC1
  -3, -5%, -9%, 3%, ?, 5%, 3
CCOC(=O)N1CCN(CC(=O)Nc2cccc(Br)c2)CC1
  -4, -21%, ·, 1%, 1%, 1%, -5
Cc1cc(N(C)C)c(C#N)c(NCc2ccccc2)n1
  22, ?, 2%, -11%, -9%, 1%, -4
CC(Nc1ccccc1)c1cc(Cl)ccc1O (stereo unspecified)
  -5, -18%, -22%, -2%, 8%, -2%, -4
CCC(=O)Nc1cc(C(F)(F)F)ccc1N1CCOCC1
  7, ·, ?, 4%, 7%, -1%, -2
Cc1ccccc1OCC(=O)OCC(=O)NCc1ccccc1
  ·, -10%, -1%, 2%, 12%, ·, ·
CCCCCCCCCCCCCCCC[N+](C)(C)CC
  ·, 2.6µM*, 3.3µM*, 3%&-1%, ?, ·, ·
